# NCI-60 one-dose screen, 48 h, at 10 µM unless noted. Numbers give growth in % (100 = growth as untreated, 0 = no growth, -100 = all killed).
# NCI-H226 = NCI-H226 lung cancer; 79,000 tested, 3.5% active
# HCT-15 = HCT-15 colon cancer; 82,000 tested, 5.2% active; AID 1794746
# NCI-H460 = NCI-H460 lung cancer; 82,000 tested, 6.8% active; AID 1794736
# SW-620 = SW-620 colon cancer | 82,000 tested, 5.2% active | AID 1794795
# HT29 = HT29 colon cancer; 81,000 tested, 7.4% active
# HCT-116 = HCT-116 colon cancer; AID 1794798; 82,000 tested, 7.3% active
# NCI-H322M = NCI-H322M lung cancer | 80,000 tested, 2.7% active
# COLO 205 = COLO 205 colon cancer. 79,000 tested, 7.3% active
# KM12 = KM12 colon cancer cells; 82,000 tested, 5% active
# * = called active by the depositor; nt = not tested or not shown; & = joins results of further samples; [ ] = remark or other dose. How the source made its calls: active means growth percent below 10; inactive means the rest. Compounds as they come (roughly 11% active in at least one column).
compound	NCI-H226	HCT-15	NCI-H460	SW-620	HT29	HCT-116	NCI-H322M	COLO 205	KM12
N#Cc1c(-c2ccc(F)cc2)nc(SCc2nc3ccccc3[nH]2)nc1N1CCOCC1	97	90	96	93	79	74	91	100	88
NC(N)=N/N=C/c1ccc(-c2ccc(-c3cc(Cl)cc(Cl)c3)s2)cc1	87	-74*	-36*	-66*	-75*	-76*	73	-13*	-62*
Cc1ccc2nc(C)c(-c3nnc(SCCC(C)C)o3)n2c1	96	102	100	107	90	98	96	102	107
COc1ccc(-c2[nH]ncc2-c2cc3c(c(OC)c2)OCC(=O)N3)cc1	62	24	5.9*	13	37	13	43	-25*	23
C[N+](C)(C)CCNC(=O)c1ccc(OCc2ccccc2)cc1	104	104	104	98	107	99	96	122	110
Nc1nc(=O)c2cnccc2c(=O)[nH]1	100	101	102	102	103	109	97	114	106
COC(=O)NCn1c(=O)[nH]c2ccccc2c1=O	102	94	102	100	108	102	104	108	103
CCN(CC)c1ccc(C=Nc2ccnc3ccc(OC)cc23)cc1	95	109	108	99	94	99	115	101	104
CS(=O)(=O)O[C@H]1CO[C@H]2[C@@H]1OC[C@H]2OS(C)(=O)=O	105	107	115	108	101	104	112	112	105
CC1CCN(C2=NC(=O)/C(=C\c3ccc(C(C)(C)C)cc3)S2)CC1	83	95	101	106	73	97	102	105	98
COc1ncc2cc1NS(=O)(=O)c1cccc(c1)C(=O)NCC1=CC=C(S1)c1ccnc3c1SC2=C3C	91	82	95	100	95	73	87	91	81
O=C1c2ccccc2C(=O)N1c1ccc(Cl)cc1	93	98	97	100	93	96	95	103	101
CCOC(=O)NCCNC(=O)c1ccc(OC)c(OC2CCCC2)c1	nt	102	103	103	116	107	108	nt	106
COc1cc(-c2nc(-c3nnc(-c4ccc(Br)cc4)o3)c3ccccn23)cc(OC)c1OC	48	92	94	99	104	101	95	106	94
CCOc1ccc(/C=N/NC(=O)Cn2nc(Cc3ccc([N+](=O)[O-])cc3)c3onc(C)c3c2=O)cc1	-21*	34	-9.5*	15	35	-26*	29	54	51
NNc1ccc(-c2ccccc2)cc1	91	104	104	101	96	95	99	110	100
Nc1ncnc2c1nc(N)n2C1OC(CO)C(O)C1O (stereo not drawn)	-75*	-7.9*	-60*	-12*	-5.0*	1.2*	nt	-87*	-77*
COc1cc(C(=O)/C=C/c2c(Cl)nc3sc(C)nn23)cc(OC)c1OC	102	100	105	113	102	89	97	116	102
CCc1cccc(C)c1NC(=O)CCc1nc(=S)[nH][nH]1	97	108	102	96	101	82	107	110	106
Cc1ccc(CC(=O)Nc2cc(C3(C)CC3)nn2C2CCCCC2)cn1	96	93	100	93	107	103	97	113	106
CCCCC(N)C(O)c1ccccc1 (stereo not drawn)	99	104	105	102	104	107	97	109	103
COc1ccc(NC(=S)Nc2nc3c(=O)[nH]nc(-c4ccc(OC)cc4)c3s2)cc1	108	98	103	107	79	89	98	105	99
CN(C)c1ccc(CCN=C(N)N=C(N)N)cc1	97[50 µM]	102[50 µM]	101[50 µM]	87[50 µM]	103[50 µM]	96[50 µM]	97[50 µM]	nt	96[50 µM]
C=C(Cl)[C@@](Cl)(CBr)CC[C@@H](Br)C(C)(C)Cl	105	-64*	-48*	-62*	-88*	-95*	-98*	-70*	-94*
O=C(c1ccccc1)C(CN1CCOCC1)c1ccccc1 (stereo not drawn)	40	1.7*	79	-45*	-67*	3.3*	85	26	21

# Later entries:
compound	NCI-H226	HCT-15	NCI-H460	SW-620	HT29	HCT-116	NCI-H322M	COLO 205	KM12
CC(=O)c1ccc(S(=O)(=O)N(C)c2oc(-c3cccc4ccccc34)nc2C#N)cc1	87	95	99	105	104	94	98	113	98
CC(=O)c1ccc(OCc2cccc(Cn3ccnc3)n2)c(OCc2cccc(Cn3ccnc3)n2)c1	93	100	101	103	95	98	92	101	103
Cc1c(C(=O)N[C@@H](Cc2ccccc2)C(=O)C(=O)NCc2ccc(F)cc2)[nH]c2ccccc2c1=O	89	96	57	98	101	100	99	-42*	101
COc1cc(CC(=O)NO)cc(OC)c1OC	108	98	112	101	108	101	114	114	101
Cn1cc(-c2nc(N)nnc2-c2c[nH]c3ccc(Br)cc23)c2cc(Br)ccc21	80	30	17	29	14	18	68	36	28
COc1ccc(C2NN=C3c4ccccc4CCC32)cc1 (stereo not drawn)	74	40	56	30	44	64	104	78	26
Cc1ccc(S(=O)(=O)NNc2c3ccccc3nc3ccc(Cl)cc23)cc1	90	95	96	103	87	99	102	108	100
C=CCc1ccc(OCC(=O)Nc2ccc3oc(=O)ccc3c2)c(OC)c1	84	103	101	98	106	96	103	106	101
CC(=O)c1cccc(Nc2ncnc3ccc(NC(=O)c4ccccc4)cc23)c1	90	87	97	124	76	93	101	110	91
C=CCOc1ccccc1/C=N/N1C(=O)CS/C1=N\N=C1/SCC(=O)N1/N=C/c1ccccc1OCC=C	108	98	125	117	110	98	118	116	105
CCn1c2c(c3ccccc31)CC1CN(c3ccc(C)cc3)C(=O)C1C2C(=O)O (stereo not drawn)	102	103	102	104	116	102	103	122	101
COc1cc(C(=O)/C=C/c2cn(-c3ccccc3)nc2-c2cccc(Nc3ccnc4cc(Cl)ccc34)c2)cc(OC)c1OC	98	87	91	99	77	68	88	89	94
O=C(Nc1ccc2oc(=O)ccc2c1)Nc1c(Br)cc(F)cc1Br	92	104	104	110	118	112	110	132	105
Oc1ccc(N=Cc2ccccc2)cc1	111	82	102	100	105	61	103	113	91
Cc1ccc(N=NN(C)N=Nc2ccc(C)cc2)cc1	81	94	101	115	109	99	91	108	104
O=C1CCC(C(=O)N/N=C/c2ccc([N+](=O)[O-])cc2)N1 (stereo not drawn)	106	99	101	105	104	105	102	108	105
O=C(Cc1ccccn1)Nc1nnc(OC2CCN(c3nnc(NC(=O)Cc4ccccn4)s3)CC2)s1	93	95	80	92	94	92	28	96	33
O=C(NCc1ccccc1)/C(=C/c1ccc([N+](=O)[O-])cc1)CC(=O)c1ccc(Cl)c(Cl)c1	93	96	90	94	91	78	93	105	89
CC(=O)C(=O)NCCCCC(=O)Nc1ccccc1	102	99	110	103	117	102	112	123	110
O=C1CC(c2ccc(Cl)cc2)c2ncn(-c3cccc(Cl)c3)c2N1 (stereo not drawn)	71	28	34	26	29	19	92	98	54
O=C(O)Cc1ccc(NC(=O)c2ccccc2Nc2ccnc(C(F)(F)F)c2)cc1	104	104	105	106	98	107	95	115	121
Cc1cc([N+](=O)[O-])c2nnnn2c1	107	75	101	81	80	68	94	83	96
Cc1ccc(S(=O)(=O)c2nc(-c3ccccc3)oc2S(=O)(=O)CC(=O)N2CCCC2)cc1	56	-78*	26	-68*	-82*	0.7*	74	-93*	41
S=c1[nH]nc2ccccn12	122	101	109	105	88	108	105	118	116
CCOC(=O)c1ccccc1C(=O)OC1CCCCC1	98	95	108	103	109	102	97	104	102

# Some of the entries so far, with each value named:
CC(=O)c1cccc(Nc2ncnc3ccc(NC(=O)c4ccccc4)cc23)c1
  NCI-H226: 90; HCT-15: 87; NCI-H460: 97; SW-620: 124; HT29: 76; HCT-116: 93; NCI-H322M: 101; COLO 205: 110; KM12: 91
C=CCOc1ccccc1/C=N/N1C(=O)CS/C1=N\N=C1/SCC(=O)N1/N=C/c1ccccc1OCC=C
  NCI-H226: 108; HCT-15: 98; NCI-H460: 125; SW-620: 117; HT29: 110; HCT-116: 98; NCI-H322M: 118; COLO 205: 116; KM12: 105
CCn1c2c(c3ccccc31)CC1CN(c3ccc(C)cc3)C(=O)C1C2C(=O)O (stereo not drawn)
  NCI-H226: 102; HCT-15: 103; NCI-H460: 102; SW-620: 104; HT29: 116; HCT-116: 102; NCI-H322M: 103; COLO 205: 122; KM12: 101

# Additional entries:
compound	NCI-H226	HCT-15	NCI-H460	SW-620	HT29	HCT-116	NCI-H322M	COLO 205	KM12
CCCCC(=O)Nc1ncc(Cc2ccc(Cl)cc2)s1	82	40	61	38	29	54	87	77	39
c1nc(SC2=NCCN2)c2[nH]cnc2n1	47	58	67	59	35	37	36	57	47
Cn1c(N)ccnc1=O	119	103	111	107	98	96	114	116	111
Cc1c(C(=O)Nc2ccccc2F)sc2c(=O)[nH]cnc12	102	59	52	77	64	89	94	98	62
NS(=O)(=O)c1ccc(Cl)cc1[N+](=O)[O-]	109	101	107	117	118	106	105	136	113
COc1cc(/C=N/NC(=O)c2ccc(NC(=O)c3ccccn3)cc2)cc(OC)c1OC	82	91	98	101	73	90	86	54	81
NC1=Nn2c(CCC(=O)c3nc4ccccc4[nH]3)nnc2SC1	96	99	106	103	110	99	91	nt	101
CCC(=O)c1ccc(O)c(C)c1	106	106	106	102	107	104	124	117	116
COc1ccc(C2=CSc3ccccc3N2)cc1	89	97	101	101	114	104	89	109	102
CCSc1nnc(C2=CC(=O)c3ccccc3C2=O)n1-c1ccccc1	93	96	98	105	86	92	92	99	90
CN(C)N=Nc1cccc(Cl)c1	91	105	105	99	93	99	96	101	103
C[C@H](OC(=O)CCl)[C@@H](C)OC(=O)CCl	104	100	114	107	111	101	107	112	112
COc1ccc(CCN=Cc2ccc(Cl)cc2)cc1OC	112	106	113	102	107	104	106	108	102
COc1ccc(-c2cc(-c3ccc(N(C)C)cc3)c(C#N)c(N3CCCC3)n2)cc1	83	71	70	94	63	68	92	66	95
COc1cc(C=NCc2ccccc2)ccc1O	97	97&97	104&109	93&108	103&109	98&103	105&116	106&116	75&112
COc1cc(C(=O)NNC(=O)c2ccc(NC(=O)CO)cc2)cc(OC)c1OC	92	108	101	106	91	91	97	110	94
COc1ccc(C(C#N)C(=O)c2cc(OC)c3c(c2)OCCO3)cc1 (stereo not drawn)	nt	106	116	106	101	106	112	123	113
CC1CC2OC2CC1COC(=O)C1CC2OC2CC1C (stereo not drawn)	95	103&96	107&111	105&104	107&111	96&107	88&109	99&113	113&116
COC(=O)C1(C2CCCCCCC2=O)NC(=S)NC(=O)C1C#N (stereo not drawn)	101	105	113	109	105	99	101	123	100
COc1ccc(-c2ccc(O)c(C(=O)/C=C/c3cc(OC)c(OC)c(OC)c3)c2)cc1	99	77	80	89	75	69	82	84	80
O=C(/C=C/c1cccc([N+](=O)[O-])c1)OCc1ccc2cc1OCC#C/C=C\C#CCO2	nt	102	113	109	90	107	133	107	110
Fc1ccc(-c2cn3ccnc3c(-c3ccc(Cl)cc3)n2)cc1	70	37	83	56	57	62	89	73	61
COc1cc(C#N)ccc1O	105	95	102	103	100	99	100	106	105
CC(=O)NC(Cc1ccc(O)c(CN2CCCCC2)c1)C(=O)O (stereo not drawn)	98	116	104	106	103	102	103	124	111
CC(C)CNCCCCCCl	96	94	103	101	81	96	98	105	116

# Going on with the list:
compound	NCI-H226	HCT-15	NCI-H460	SW-620	HT29	HCT-116	NCI-H322M	COLO 205	KM12
O=C1/C(=C/c2cc(F)cc(F)c2)Cc2c(F)cc(Br)cc21	99	89	104	96	95	93	93	111	100
NS(=O)(=O)c1ccc(N2C(=O)c3nccnc3C2=O)cc1	101	110	119	105	100	109	nt	105	102
COc1cc(-c2csc(NC(=O)c3ccccc3CN3C(=O)c4ccccc4C3=O)n2)cc(OC)c1OC	81	93	103	97	100	102	90	115	103
CC1(C)CC[C@]2(C(=O)O)CC[C@]3(C)[C@H](CC[C@@H]4[C@@]5(C)CCC(=O)NC(C)(C)[C@@H]5CC[C@]43C)[C@H]2[C@H]1OC(=O)C(F)(F)F	80	93	100	100	94	93	101	104	106
C(=N/OCc1ccccc1)/c1ccncc1	95	101	110	109	108	112	90	nt	115
Cc1ccc(C)c(Oc2c(/C=N\N=c3\sc4ccccc4n3C)c(C)nn2-c2ccccc2)c1	86	101	106	101	105	90	95	102	98
Cn1cc(-c2cc3ncnc(Nc4ccc(NC(=O)Nc5cc(C(C)(C)C)on5)cc4)c3s2)cn1	31	28	43	24	17	13	57	13	16
CN(/N=N/c1nc[nH]c1C(=O)NN)C1CCCCC1	113	102	113	112	nt	101	112	105	98
CC(=O)NCCNS(=O)(=O)c1ccccc1	96	103	104	99	93	100	nt	121	99
CCCCCC(CCc1ccccc1)(C(=O)OCC)C(=O)OCC	101	100	108	97	79	77	106	118	109
COc1ccc(C(=O)c2c(N)c(C#N)cn2-c2ccccc2OC)cc1	60	26	17	20	6.8*	22	75	39	27
COC(=O)C(C)(C)C1Oc2ccc(F)cc2C(=O)/C1=C\NS(=O)(=O)c1ccc(OC)cc1 (stereo not drawn)	90	100	99	102	93	99	98	111	98
Cc1ccc(-n2c(SCCc3c[nH]c4ccccc34)nnc2-c2ccncc2)cc1	101	92	100	100	106	95	99	116	102
Nc1c2c(nc3ccc(Cl)cc13)CC(c1ccccc1)CC2=O (stereo not drawn)	85	17	15	25	13	20	62	39	26
O=C([C@H]1C[C@H]1c1ccc(C(F)(F)F)cc1)N1CCN(C2CCOCC2)CC1	94	104	103	104	106	97	99	120	101
Cc1ccc(Cl)cc1Nc1nc(C(F)(F)F)ccc1C(=O)NO	57	90	104	99	106	90	81	99	94
[O-]/[N+](=N\Nc1ccc(Cl)cc1)c1ccccc1	94	91	81	111	71	90	91	99	95
COc1ccc(-n2c(/C=C3\C(=O)Nc4ccccc43)ccc2CO)cc1	95	90	113	99	105	96	104	114	19

# Fetched by structure from the list above (five):
compound	NCI-H226	HCT-15	NCI-H460	SW-620	HT29	HCT-116	NCI-H322M	COLO 205	KM12
Cc1ccc(Cl)cc1Nc1nc(C(F)(F)F)ccc1C(=O)NO	57	90	104	99	106	90	81	99	94
C(=N/OCc1ccccc1)/c1ccncc1	95	101	110	109	108	112	90	nt	115
[O-]/[N+](=N\Nc1ccc(Cl)cc1)c1ccccc1	94	91	81	111	71	90	91	99	95
COc1ccc(C(=O)c2c(N)c(C#N)cn2-c2ccccc2OC)cc1	60	26	17	20	6.8*	22	75	39	27
CC1(C)CC[C@]2(C(=O)O)CC[C@]3(C)[C@H](CC[C@@H]4[C@@]5(C)CCC(=O)NC(C)(C)[C@@H]5CC[C@]43C)[C@H]2[C@H]1OC(=O)C(F)(F)F	80	93	100	100	94	93	101	104	106
